Runt-CBFb FRET – Runt domain-CBFb interaction inhibition; Cerulean-Runt/Venus-CBFb FRET ratio 530/480, 1 h; inhibition, % at 20 µM; 220,000 compounds, 0.46% hits; AID 1496;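 active means inhibition over about 50% at 20 µM in the single-dose screen, limit read from the data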;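 further: 0% = DMSO wells and 100% = excess unlabeled CBFb competitor control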
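Assay system: Cerulean-Runt domain / Medium: Tris 50 mM pH 7.5, KCl, K2SO4, 0.01% BSA / Timing: protein complex preformed 1 h, compound exposure 1 h, room temperature, dark / Measured by: FRET, excitation 422 nm, emission at 530 and 480 nm / Evaluation: loss of energy transfer signal / Control set: 5 µM unlabeled CBFb as full-inhibition high control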
Hck Nef HTS – inhibitors of human Hck kinase activated by Nef; AID 463187; P08631; 220,000 compounds, 0.68% hits; inhibition, % at 20 µM; Recombinant Hck-YEEI plus Nef, Z-Lyte FRET kinase assay;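 active means Hck-Nef kinase inhibition above about 50%, limit read from the data; inactive means inhibition below that limit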;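 further: 0% = DMSO with Hck plus Nef and 100% = Hck alone without Nef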
14-3-3 Bad PPI – disrupts binding of bovine 14-3-3 zeta to phospho-Bad peptide. P63103. AID 781. TR-FRET 14-3-3zeta/Dy647-pBad peptide displacement, 1 h. 220,000 compounds, 0.71% hits. inhibition, % at 21.7 µM;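 active means inhibition above about 70%, limit read from the data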;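 further: 0% = full 14-3-3 plus peptide FRET controls and 100% = background without 14-3-3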
Thrombin inh – thrombin (human) inhibition; AID 1046; P00734; inhibition, % at 5 µM; 220,000 compounds, 0.26% hits; alpha-thrombin, Boc-VPR-AMC fluorogenic substrate cleavage;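 active means inhibition at or above 40%; inactive means inhibition below 40%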;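 further: 0% = enzyme with no compound and 100% = wells without enzyme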
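System: human alpha-thrombin protein; Compound dosing: one concentration per compound, 5 µM, with 0.2% DMSO; Timing: reaction at room temperature; Technique: AMC fluorescence, 355/460 nm; Controls: enzyme without compound as high, wells lacking enzyme as low.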
Runt-SMMHC FRET – inhibitors of human RUNX1 Runt domain binding to CBFb-SMMHC; Q01196+Q13951; Cerulean-Runt/Venus-CBFb-SMMHC FRET ratio 530/480, 1 h; inhibition, % at 20 µM; 220,000 compounds, 0.74% hits; AID 1434;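 active means mean inhibition across duplicate retests at 20 µM reaching about 50%, limit read from the data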;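 further: 0% = DMSO wells and 100% = wells with excess untagged CBFb-SMMHC; inhibitors lower the FRET ratio by blocking Runt binding to CBFb-SMMHC; some results filed as inactive read as strong as hits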
Wee1 degr inh – human Wee1 degradation inhibition, primary screen | P30291 | HeLa Luc-Wee1K328M stability, luciferase luminescence; 100% = proteasome inhibitor MG132 effect | reporter increase, % at 5 µM | 220,000 compounds, 1.2% hits | AID 1321;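 active means activation above the mean of all tested compounds plus 3 SD, set per screening run, cut at about 8.8% in these data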;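 further: cells exposed to compound for 20 h before luminescence read; 0% = DMSO alone and 100% = MG132 at 30 µM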
hK5 inh – blocks human kallikrein 5 protease activity; Q9Y337; recombinant hK5, fluorogenic AMC substrate cleavage; inhibition, % at 5 µM; 210,000 compounds, 0.59% hits; AID 873;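 active means inhibition of 40% or more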;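 further: 0% = enzyme controls without compound and 100% = no-enzyme blanks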
Target sequence (Q9Y337 67-293 limits assumed): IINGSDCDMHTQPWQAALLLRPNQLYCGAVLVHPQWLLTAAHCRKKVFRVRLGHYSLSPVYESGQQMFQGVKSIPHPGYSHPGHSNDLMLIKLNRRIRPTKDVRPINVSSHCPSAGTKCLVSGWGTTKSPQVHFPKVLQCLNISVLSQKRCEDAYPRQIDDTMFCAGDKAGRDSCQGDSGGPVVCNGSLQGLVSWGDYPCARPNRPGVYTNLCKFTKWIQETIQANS
FXIa inh – inhibitors of human coagulation factor XIa. purified FXIa, Boc-Glu-Ala-Arg-AMC fluorogenic substrate. P03951. inhibition, % at 5 µM. 220,000 compounds, 0.14% hits. AID 798;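 active means inhibition of at least 40%; inactive means inhibition below 40%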;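 further: fluorescence of freed AMC excited at 355 nm; 0% = enzyme without compound and 100% = no enzyme blank; many of its hits are not listed in these tables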
Target sequence (P03951 19-387 limits assumed): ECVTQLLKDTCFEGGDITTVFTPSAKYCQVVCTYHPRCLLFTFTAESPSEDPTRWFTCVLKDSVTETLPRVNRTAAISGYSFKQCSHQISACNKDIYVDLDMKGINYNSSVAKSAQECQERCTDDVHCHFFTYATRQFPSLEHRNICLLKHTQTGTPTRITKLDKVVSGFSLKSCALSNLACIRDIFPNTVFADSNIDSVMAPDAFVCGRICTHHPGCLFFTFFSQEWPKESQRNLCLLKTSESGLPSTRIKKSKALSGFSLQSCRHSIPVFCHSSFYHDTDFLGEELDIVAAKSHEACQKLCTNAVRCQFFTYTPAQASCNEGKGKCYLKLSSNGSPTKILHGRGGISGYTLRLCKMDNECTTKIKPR
Target sequence (P03951 388-625 limits assumed): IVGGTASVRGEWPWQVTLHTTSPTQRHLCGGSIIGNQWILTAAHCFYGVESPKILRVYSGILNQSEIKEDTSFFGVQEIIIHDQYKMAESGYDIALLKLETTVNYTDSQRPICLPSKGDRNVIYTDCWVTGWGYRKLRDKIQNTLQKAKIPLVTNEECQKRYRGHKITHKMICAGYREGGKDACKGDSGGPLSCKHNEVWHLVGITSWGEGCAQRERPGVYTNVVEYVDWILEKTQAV
FXIIa inh – factor XIIa (human) inhibition. P00748. purified FXIIa, Boc-QGR-AMC fluorogenic substrate, 2 h. inhibition, % at 5 µM. 220,000 compounds, 0.3% hits; in the data active means inhibition above about 40%;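 further: 0% = enzyme with no compound and 100% = blank without enzyme; many of its hits are not listed in these tables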
* = called active by the depositor; . = no result given; [ ] = dose if it differs, or a comment.

SMILES | Runt-CBFb FRET | Hck Nef HTS | 14-3-3 Bad PPI | Thrombin inh | Runt-SMMHC FRET | Wee1 degr inh | hK5 inh | FXIa inh | FXIIa inh
O=c1cc(-c2ccccc2F)oc2ccccc12 | 0 | 9 | 1 | 1 | -2 | 0 | -13 | 6 | 14
COc1cccc(C2CC(c3ccccc3)Nc3nc(N)nn32)c1 (stereo not drawn) | 1 | 9 | -2 | 0 | 0 | 0 | 3 | 3 | 12
CCCCCn1c(SCC(=O)OC)nc2c1c(=O)[nH]c(=O)n2C | 1 | -1 | 7 | -5 | -1 | 1 | -12 | -3 | 3
CCCCC(c1nnnn1CCOC)N1CCN(Cc2ccccc2)CC1 (stereo not drawn) | -3 | 10 | 43 | 1 | 0 | -1 | -8 | 8 | 14
O=C(O)c1csc(-c2cccs2)n1 | 0 | 23 | 7 | 1 | 0 | -3 | -7 | 1 | -3
CCOC(=O)N1CCN(C(=O)CSc2ccc(-c3cccnc3)nn2)CC1 | 0 | 14 | -12 | -5 | -4 | 2 | 1 | 0 | 10
Nc1ccccc1SCc1cn2cccnc2n1 | 1 | 2 | -3 | -2 | 1 | 3 | -15 | 2 | 8
O=C(NCc1ccc(F)cc1)C1Cc2ccccc2CN1C(=O)c1ccco1 (stereo not drawn) | 3 | 26 | -4 | -6 | 1 | 2 | -1 | -4 | 7
Cc1c(Br)c([N+](=O)[O-])nn1CC(=O)Nc1ccccn1 | 1 | 13 | -1 | -5 | 1 | 1 | . | -1 | 5
COCCN(C(=S)Nc1ccc(C)cc1)C(C)c1cccnc1 (stereo not drawn) | 1 | 28 | -10 | -8 | -5 | 3 | 7 | 0 | 8
Cc1ccc(C(=O)Nc2ccc3c(c2)OCO3)cc1 | 0 | 2 | . | -3 | 1 | -2 | -2 | 6 | 12
Cc1ccc(NC(=S)c2ccccc2)cc1 | 0 | 3 | -16 | 1 | 4 | -1 | -1 | 8 | 10
COc1ccccc1N1C(=N)S/C(=C\c2ccc(-c3ccccc3C(=O)O)o2)C1=O | -14 | 60* | -10[fluorescence artefact?] | -11 | -90 | -1 | -18 | 4 | 11
CCOC(=O)CSc1nc(-c2ccc(OC)cc2)ns1 | 7 | 1 | -5 | -3 | -3 | 1 | -15 | 0 | 11
CC(C)(C)n1nnnc1C(c1ccc(Cl)cc1)N1CCSCC1 (stereo not drawn) | -2 | -8 | 1[fluorescence artefact?] | 8 | 2 | -1 | -4 | 1 | 5
O=C(COc1ccccc1F)N1c2ccccc2CCc2ccccc21 | -1 | 4 | 12 | -2 | 4 | -1 | -2 | 11 | 7
O=[N+]([O-])c1ccccc1S(=O)(=O)NCc1ccc(F)cc1 | 0 | 3 | -4 | 2 | 5 | -3 | -2 | 1 | 10
O=C(c1cc2nc(-c3ccco3)cc(C(F)(F)F)n2n1)N1CCN(Cc2ccccc2)CC1 | -3 | 6 | -11 | -4 | 3 | 1 | 2 | -4 | 7
COCc1nnc(NC(=O)CCc2ccccc2)s1 | 1 | -4 | -10 | 2 | 7 | 0 | 0 | 0 | 10
O=C1N(Cc2cccnc2)C[C@@H]2C[C@@H](c3ccccc3C#Cc3ccccc3)N3CCC[C@@]123 | -9 | 2 | -3 | -3 | 0 | 0 | . | 2 | 8

Just Hck Nef HTS and 14-3-3 Bad PPI, for some of the entries so far:
smiles | Hck Nef HTS | 14-3-3 Bad PPI
O=C(COc1ccccc1F)N1c2ccccc2CCc2ccccc21 | 4 | 12
COCc1nnc(NC(=O)CCc2ccccc2)s1 | -4 | -10
CC(C)(C)n1nnnc1C(c1ccc(Cl)cc1)N1CCSCC1 (stereo not drawn) | -8 | 1[fluorescence artefact?]
Cc1ccc(NC(=S)c2ccccc2)cc1 | 3 | -16
O=[N+]([O-])c1ccccc1S(=O)(=O)NCc1ccc(F)cc1 | 3 | -4

Further compounds follow:
SMILES | Runt-CBFb FRET | Hck Nef HTS | 14-3-3 Bad PPI | Thrombin inh | Runt-SMMHC FRET | Wee1 degr inh | hK5 inh | FXIa inh | FXIIa inh
CCCCCCCNC1=CC(=O)CC(c2ccco2)C1 (stereo not drawn) | 2 | -1 | -8[fluorescence artefact?] | -1 | 5 | -1 | -1 | 0 | 10
Cc1ccc(NC(=O)CSc2cccc[n+]2[O-])c([N+](=O)[O-])c1 | 0 | 8 | -2 | -4 | -2 | 2 | -1 | -2 | 8
Cc1c(-c2nc(N)nc(Nc3ccc(F)cc3)n2)oc2ccccc12 | -4 | 6 | 13 | -1 | 0 | 1 | -6 | 2 | 14
Cc1ccc(-c2[nH]ncc2/C=C(\C#N)C(=O)NC2CCCCC2)cc1 | -5 | -1 | 12[fluorescence artefact?] | -6 | -8 | -2 | -2 | 4 | 12
CN=C1c2cc3cc(OC)ccc3n2CCN1C | 1 | 5 | 2 | 4 | 0 | -1 | 6 | 9 | 17
COc1ccccc1N(CC(=O)NCCc1ccccc1)S(C)(=O)=O | -2 | 0 | -8 | -6 | -8 | -1 | -3 | -15 | -7
Cc1ccc(NC(=O)C2CCCN(S(=O)(=O)c3cnc[nH]3)C2)cc1F (stereo not drawn) | 0 | 17 | 3 | 19 | 0 | -1 | 71* | 11 | 12
O=C(NCCCN1CCOCC1)C1CC(=O)N(CCc2ccccc2)C1 (stereo not drawn) | 1 | 1 | 7 | -8 | -1 | 4 | -17 | 1 | 3
FC(F)Oc1ccc(/C=N/N2CCCCC2)c(OC(F)F)c1 | -1 | 1 | -13 | -7 | 0 | -3 | -10 | -4 | -2
C=CCN1C(=NC(=O)CCC(=O)O)SC2CS(=O)(=O)CC21 (stereo not drawn) | -3 | 2 | 3 | -6 | 0 | -2 | -3 | 1 | 2
O=C(COC(=O)c1n[nH]c(=O)c2ccccc12)c1ccccc1 | 0 | 3 | -9[fluorescence artefact?] | -4 | 1 | 0 | -20 | 3 | 1
Cc1cc(C(=O)COC(=O)c2ccc[nH]c2=O)c(C)n1C1CC1 | -2 | -26 | -3[fluorescence artefact?] | 1 | 5 | 0 | -6 | 0 | 11
Nc1c(NCc2ccccc2)c(=O)c1=O | 2 | 17 | -1 | 1 | -1 | 4 | 0 | 3 | 3
O=C1CCN(Cc2nc(-c3ccc(Cl)cc3)no2)CCN1 | 1 | 8 | -6 | -5 | 1 | -1 | . | -2 | 10
CCCC(=O)N/C(N)=N/c1nc(C)c2ccccc2n1 | -1 | 11 | -13 | 4 | 0 | -1 | 4 | 2 | 6
Cc1ccc(-c2cc(C(=O)Nc3nccs3)c3ccccc3n2)o1 | 22 | 33 | 1 | -1 | 8 | 6 | -8 | 8 | 10
CCc1ccc(NC(=O)C2(C)Cc3ccccc3C(=O)O2)cc1 (stereo not drawn) | -2 | 15 | -1 | -1 | 3 | 4 | 3 | 2 | 11
CCN(CCn1cccn1)C(=O)CCc1nnc(CCc2ccccc2OC)o1 | -1 | 21 | -9 | -1 | 3 | -2 | 1 | -1 | 9
Cc1ccc(OCc2nc(-c3ccccn3)no2)c(Br)c1 | 2 | 2 | -7 | -1 | -1 | 4 | 2 | 3 | 8
CCn1ccnc1CN(C)C(=O)CC1C(=O)NCCN1Cc1c(F)cccc1Cl (stereo not drawn) | -3 | 5 | -6 | -2 | -2 | 0 | -1 | 2 | 4
CNC(=O)CN(c1ccc(C23CC4CC(CC(C4)C2)C3)cc1)S(C)(=O)=O | -2 | 5 | -22 | 3 | -1 | -2 | -6 | -3 | 7
COc1ccccc1NC1=C(Cl)C(=O)OC1OC(=O)c1ccco1 (stereo not drawn) | 0 | 22 | -13 | 6 | 1 | 0 | 0 | 1 | 15
O=C(NCCCN1CCOCC1)C(C(=O)c1ccccc1)n1ccccc1=O (stereo not drawn) | 0 | 1 | -11 | -7 | -7 | 0 | -21 | -5 | 7
CC(=O)Oc1ccc(N2C(=O)[C@@H]3[C@H](C2=O)[C@H]2c4ccccc4C=NN2[C@@H]3C(C)=O)cc1 | 1 | -3 | -11 | -6 | -2 | -2 | -1 | 0 | 6
Cc1ccc(Sc2nnc(Cc3ccccc3)c3ccccc23)cc1 | 0 | 2 | . | -2 | 0 | -1 | -2 | 5 | 16
C=CCn1c(O)c(N=NC(=O)CNC(=O)c2ccco2)c2ccccc21 | 1 | 2 | -6 | -8 | -2 | 2 | -17 | 3 | 13
Cc1ccc(NC(=O)C(=O)NCc2ccc(/C=N/NC(=O)c3c(C)nc4cc(C)ccn34)o2)cc1 | 2 | 4 | 19[fluorescence artefact?] | -1 | 0 | 4 | -11 | 15 | 5
COc1cc(C2OC(c3cc(OC)c(OC)c(OC)c3)C(C)C2C)cc(OC)c1OC (stereo not drawn) | -1 | 7 | -5 | 1 | -2 | 4 | 4 | 1 | 10
Cn1cccc1C(=O)NC(=O)CSc1nc2ccccc2s1 | -3 | -1 | -1 | -1 | 1 | -1 | -8 | -10 | 7
Cc1ccc(C(=O)c2cc(C)sc2N)cc1 | 5 | 24 | -10 | -2 | 1 | -1 | 5 | -2 | 6
CCC(C)(C)n1nnnc1C(c1ccc(O)c(OC)c1)N1CCN(c2nc3ccccc3s2)CC1 (stereo not drawn) | 38 | 1 | -3 | 2 | 29 | -1 | -13 | -10 | -4
Cc1ccc(CNC(=O)Nc2cccs2)cc1 | 13 | -4 | -3 | -2 | 5 | 9.1* | -20 | -1 | 7
CSc1ccc(C2CC(=O)Nc3nc(SC)[nH]c(=O)c32)cc1 (stereo not drawn) | -1 | 17 | -6 | 2 | 2 | 2 | -5 | 0 | -5
Cc1ccc(S(=O)(=O)NCC2NCCc3ccccc32)cc1 (stereo not drawn) | -1 | 21 | -15 | -6 | -4 | -1 | -6 | -2 | 6
CC1CN(C(=O)c2ccccc2)c2ccccc2NC1=O (stereo not drawn) | -1 | -1 | -6[fluorescence artefact?] | -5 | 0 | 1 | -15 | 10 | 8
O=C(O)/C=C/C(=O)OC1CC2CCC1C2 (stereo not drawn) | -1 | 7 | -7 | -1 | -2 | 7 | -2 | -3 | 7
Cc1cccc(NC2=C(Cl)C(=O)OC2NC(=O)c2ccccc2)c1 (stereo not drawn) | 0 | 1 | -1 | -4 | -4 | -1 | -12 | -6 | 1
Cn1cnnc1Sc1cc(N2CCN(S(=O)(=O)c3ccc(Cl)c(Cl)c3)CC2)ccc1[N+](=O)[O-] | -7 | 0 | -13 | -9 | -8 | -1 | -4 | 14 | 12
CCOC(=O)c1cnc2[nH]c3ccccc3n2c1=O | . | 21 | 21 | -11 | . | 2 | -12 | -14 | -6
CSc1ccccc1NC(=O)CN1CC(C)OC(C)C1 (stereo not drawn) | 1 | 20 | -4 | 2 | 2 | 3 | 5 | 2 | 12
Cc1cc2c(=O)n(C)c(SCC(=O)c3cc4ccccc4o3)nc2s1 | 0 | 0 | 10[fluorescence artefact?] | -1 | -1 | -3 | -3 | 5 | 17

Assay outcomes (PubChem BioAssay)
